# miR-122 sensor = miR-122 inhibition in Huh7 cells. 0.3% of 340,000 active. Huh7 miR-122 Renilla luciferase sensor, 48 h; neutral wells = 0, positive control = 100. activation (reporter increase), % at 12.5 µM. AID 602342;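 active = mean replicate activation score at least 90 and every replicate individually at or above 90; inconclusive = only one of the two criteria met; inactive = neither criterion met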;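 note: higher luciferase means less miR-122 activity so hits act as miR-122 inhibitors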
# PGC1a acetyl inh = lowers PGC1a acetylation signal in U2OS cells; AlphaScreen anti-acetyl-lysine; with virally co-expressed GCN5 acetyltransferase; inhibition, % at 15.6 µM; 0.17% of 350,000 active; AID 651687;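 active = every replicate shows inhibition of at least 40%; inconclusive = mean inhibition at least 40% but some replicate below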;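 note: 0% = neutral control wells and 100% = positive control wells; some results beyond the cut were filed as inactive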
# Casp6 inh = inhibitors of human caspase-6 | P55212 | purified caspase-6, Z-VEID-R110 cleavage fluorescence | inhibition, % at 12.5 µM | 0.53% of 350,000 active | AID 686996;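 active = mean inhibition across replicates at least about 35%, with every replicate also reaching that limit, limit read from the data; inconclusive = only one of the two criteria met; inactive = neither criterion met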;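 note: 0% = median of neutral control wells and 100% = no fluorescence left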
# Target sequence (P55212 24-179 limits assumed): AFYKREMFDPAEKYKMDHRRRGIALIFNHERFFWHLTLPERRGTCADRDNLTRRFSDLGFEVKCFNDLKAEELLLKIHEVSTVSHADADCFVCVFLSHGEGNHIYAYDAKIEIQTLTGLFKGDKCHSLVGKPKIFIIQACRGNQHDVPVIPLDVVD
# Target sequence (P55212 194-293 limits assumed): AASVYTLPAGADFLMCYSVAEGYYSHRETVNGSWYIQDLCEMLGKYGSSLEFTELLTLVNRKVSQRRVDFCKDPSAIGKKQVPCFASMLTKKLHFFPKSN
# LGR2 antag = inhibitors of bursicon-induced Drosophila LGR2 receptor cAMP signaling | HEK293 LGR2, CRE-luciferase, bursicon-stimulated, 4 h | AID 720647 | 0.35% of 380,000 active | inhibition, % at 9.99 µM;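 active = drop in luminescence signal, shown as inhibition above about 50% in the replicate tests, limit read from the data, passing the limit was not always enough; inconclusive = probably only some replicates passing the limit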;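 note: agonist challenge used bursicon conditioned medium at about half maximal strength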
# PAX8 reporter = lowers PAX8-driven luciferase in RMG-I cells | RMG-I TPO-luciferase reporter, SteadyGlo, 24 h | inhibition, % at 12.6 µM | 1.2% of 360,000 active | AID 652154;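 active = mean replicate inhibition at least 60% with every replicate also reaching 60%; inconclusive = only one of the two criteria is met; inactive = mean below 60% and not all replicates reaching 60%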;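 note: luciferase light reporting Pax8 driven TPO promoter activity; plate controls were median of neutral control wells for no effect and mitoxantrone controls for full effect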
# FN deposition inh = fibronectin deposition inhibition. AH1F fibroblasts, Alexa488-fibronectin deposition fluorescence, overnight. inhibition, % at 12.6 µM. 0.086% of 350,000 active. AID 743247;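 active = mean inhibition across replicates of 30% or more, regardless of how many single replicates reach that level; inconclusive = mean under 30% yet at least half of replicates reach 30%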;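 note: positive control wells lacked labelled fibronectin entirely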
#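 Material: AH1F fibroblast monolayer depositing Alexa488-labelled fibronectin into matrix / Amount: 10000 AH1F cells per well / Signal: fluorescence 485/525 nm / Medium: DMEM, 2% serum / Compound: single dose, pinned / Incubation: 1 h cell adhesion before compound, then overnight fibronectin incubation / Reagent: Alexa488-FN, 24 nM final / Read-out: inhibition of fibronectin deposition signal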
# EWS-Fli inh = blocks EWS/Fli oncoprotein-driven transcription; AID 651661; 0.67% of 350,000 active; inhibition, % at 12.6 µM; A673 NR0B1-luciferase reporter, viability-normalised;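 active = mean inhibition of at least 50% after viability correction, with every replicate also passing that limit; inconclusive = mean reaches 50% but only one of two replicates passes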;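 note: firefly luciferase signal divided by Alamar Blue viability fluorescence both relative to DMSO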
# Cneo AK release = causes C. neoformans cell lysis; adenylate kinase release luminescence, 4 h; normalised: neutral wells 0, clomiphene wells 100; lysis activity, % at 15 µM; 0.2% of 360,000 active; AID 651654;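 active = mean lysis activity across replicates of at least 80%, whatever share of replicates individually reach that level; inactive = mean lysis activity below 80%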
#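 Assay system: C. neoformans cells. Amount: yeast cell density of 5 × 10^6 cells/mL. Technique: AK luminescence. Buffer or medium: YPD. Times: static 4 h at 37 °C with compound, 1 h detection. Dosing: single-point compound dose. Read-out: lysis from increased AK signal.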
# * hit, by the source's call; ? = inconclusive; / = not tested or not shown; [ ] = dose if it differs, or a comment.
1: COc1cccc(N2CCN(C(=O)c3ccc(CS(=O)c4ccc(Cl)cc4)o3)CC2)c1 (configuration not stated)
2: CC(=O)N1CCCCN2[C@H](CO)[C@@H](c3ccc(-c4ccc(F)cc4)cc3)[C@H]2C1
3: Cc1ccc(Cn2c(O)c(N=NC(=S)Nc3ccccc3F)c3cc(S(=O)(=O)N4CCOCC4)ccc32)cc1
4: COc1cc(C(c2c(C)[nH][nH]c2=O)c2c(C)[nH][nH]c2=O)cc([N+](=O)[O-])c1O
5: CCN(CC)C(=O)C1=C(C)N(CCCOC)C(=O)C(CC(=O)NCCCCc2ccccc2)C1 (configuration not stated)
6: Cc1nc2c(C(=O)Nc3ccc(N4CCCC(O)C4)cc3)snc2c(=O)[nH]1 (configuration not stated)
7: C[C@@H]1CN([C@@H](C)CO)C(=O)c2cccc(NS(=O)(=O)c3cccs3)c2O[C@H]1CN(C)C(=O)NC1CCCCC1
8: Cn1c(=O)c2c(nc(N3CCc4ccccc4C3)n2Cc2ccccc2F)n(C)c1=O
assay / compound	1	2	3	4	5	6	7	8
miR-122 sensor	/	4[16.7 µM]	/	/	-1	4	1[16.7 µM]	1
PGC1a acetyl inh	/	/	/	1	-7	-4	5	-10
Casp6 inh	3	0	-1	3	-5	4	2	/
LGR2 antag	-20	-29	16	?	2	20	-8	/
PAX8 reporter	38	-14	10	15	-6	-19	/	/
FN deposition inh	7	/	/	17	-4	-16	/	-11
EWS-Fli inh	56*	-16	47	4	-4	-1	-10	/
Cneo AK release	1	-2	/	/	1	-3	-2	1

9: CCCNC(=O)C[C@H]1C[C@H]2c3cc(NC(=O)c4ccc5c(c4)OCO5)ccc3O[C@H]2[C@@H](CO)O1
10: O=C(Nc1ccc2oc(-c3ccncc3)nc2c1)c1ccc(Br)o1
11: Cc1ccc(S(=O)(=O)Nc2cccc3c2O[C@H](CN(C)Cc2ccc(Oc4ccccc4)cc2)[C@@H](C)CN([C@H](C)CO)C3=O)cc1
12: CCCCCCCCN1C(=O)[C@@H](CC(=O)NCC23CC4CC(CC(C4)C2)C3)C[C@@]2(C(=O)OC)C1=C[C@H](C(C)(C)C)O[C@@H]2C
13: CCOC(=O)c1c(N)nn(C(=O)C(C)(C)C)c1-c1ccccc1
14: COc1ccc(C2=NN(c3nc(C)cc(C)n3)C(=O)C2)cc1
15: O=C(CN1CCN(Cc2cccc(F)c2)CC1)NCc1ccccc1
16: COc1ccc(S(=O)(=O)NCCc2cc3ccc(C)c(C)c3[nH]c2=O)cc1
assay / compound	9	10	11	12	13	14	15	16
miR-122 sensor	-6[16.7 µM]	-3	45[16.7 µM]	/	8	/	/	/
PGC1a acetyl inh	1	15	-16	/	0	/	/	/
Casp6 inh	/	1	-1	-3	/	-3	-2	-2
LGR2 antag	5	9	23	-10	/	5	13	-8
PAX8 reporter	-16	18	-7	-31	8	-3	20	0
FN deposition inh	-14	-2	/	-1	-6	4	-8	-13
EWS-Fli inh	-18	-8	3	-3	/	-2	5	1
Cneo AK release	-9	-1	1	/	1	/	0	-2

17: CNC[C@@H]1OCCCC[C@H](C)Oc2ccc(N(C)C)cc2C(=O)N([C@@H](C)CO)C[C@H]1C
18: Cn1c(CNC(=O)c2ccccc2)nnc1SCC(=O)N1CCN(c2ccccc2)CC1
19: CCC(=O)Nc1ccc2c(c1)OC[C@@H](C)N(C(=O)NC1CCCCC1)C[C@@H](C)[C@H](OC)CN(C)C2=O
20: CCOC(=O)C1(CC)NC(c2ccco2)C2C(=O)N(c3ccc(C)cc3)C(=O)C21 (configuration not stated)
21: COc1ccc(/C=C/C(=O)Nc2cc(C)nn2-c2nc3ccccc3[nH]2)cc1
22: CCCC(=O)NC(c1ccc(Cl)cc1Cl)c1ccc2cccnc2c1O (configuration not stated)
23: O=C(NCCCN1CCOCC1)c1ccc2c(c1)N(Cc1cccc(Cl)c1)C(=O)CS2
24: C[C@@H]1CN([C@@H](C)CO)C(=O)c2cccc(NC(=O)Nc3ccc4c(c3)OCO4)c2O[C@H]1CN(C)CC1CC1
assay / compound	17	18	19	20	21	22	23	24
miR-122 sensor	-1[16.7 µM]	-6	9[16.7 µM]	-5	/	/	-4	-6[16.7 µM]
PGC1a acetyl inh	-9	2	-1	3	/	/	1	6
Casp6 inh	/	/	-1	/	0	-4	-2	-2
LGR2 antag	/	/	-10	/	-8	35	-6	0
PAX8 reporter	0	12	1	-6	11	80*	22	/
FN deposition inh	/	-2	7	9	-1	20	12	/
EWS-Fli inh	5	/	13	/	-7	38	15	-25
Cneo AK release	/	-11	-1	/	/	1	-1	-10

25: C(=C\c1ccncc1)/c1ccccc1
26: CC(C)CN(C(=O)c1ccc(F)cc1F)c1c(N)n(CC(C)C)c(=O)[nH]c1=O
27: COc1ccc(C(CNC(=O)c2cccc(NS(=O)(=O)c3ccccc3)c2)N(C)C)cc1 (configuration not stated)
28: O=C(Nc1ccccc1Cl)C1CCCN(c2ncnc3c2nc2n3CCCCC2)C1 (configuration not stated)
29: COc1ccc(C2CC(O)(c3ccccc3)Oc3cc(OC)cc(OC)c32)cc1 (configuration not stated)
30: COC(=O)C1=C(C)N(CC2CC2)C(=NCc2cccc(Cl)c2)N[C@H]1c1ccccc1
31: O=C(N/N=C/c1cccs1)c1cnccn1
32: CN(C)S(=O)(=O)c1cccc(C(=O)NCC2CCCCC2)c1
assay / compound	25	26	27	28	29	30	31	32
miR-122 sensor	-2	0	/	-1	-4	4	-1	1
PGC1a acetyl inh	-6	-2	/	-29	-6	-17	6	2
Casp6 inh	0	2	-4	-1	/	-4	/	2
LGR2 antag	-31	8	-15	13	-6	5	-15	-16
PAX8 reporter	-60	6	2	36	-20	-3	10	-2
FN deposition inh	-3	-1	11	6	3	-11	1	-4
EWS-Fli inh	-43	-5	/	/	-11	23	/	-9
Cneo AK release	3	0	0	2	3	2	2	1

33: Cc1ccc(C(=O)c2ccc(O)cc2)cc1C
34: C[C@H](CO)N1C[C@H](C)[C@H](CN(C)C)Oc2ccc(NC(=O)Nc3ccc(C(F)(F)F)cc3)cc2C1=O
35: Brc1cccc(-c2nnco2)c1
36: O=C(COC(=O)c1ccccc1F)NC1CC1
37: CC(C)(C)c1ccc(-c2cc(NC(=O)Cc3c[nH]c4ccccc34)ccc2Nc2cccnc2)cc1
38: C[C@@H]1CN([C@H](C)CO)C(=O)c2cc(NC(=O)CCCCCC(=O)Nc3ccccc3N)ccc2O[C@@H]1CN(C)S(=O)(=O)c1cccs1
39: FC(F)(F)c1cccc(Oc2cc(C(F)(F)F)nc(-c3ccccn3)n2)c1
40: CCOc1ccc(C(=O)CCC(=O)NNC(=O)c2ccncc2)cc1
assay / compound	33	34	35	36	37	38	39	40
miR-122 sensor	7	-5[16.7 µM]	-4	/	/	/	12	-1
PGC1a acetyl inh	12	-2	8	/	/	11	-4	9
Casp6 inh	/	-8	/	1	0	1	/	2
LGR2 antag	/	21	/	-5	12	10	/	23
PAX8 reporter	-60	8	-10	3	34	-3	-10	-21
FN deposition inh	-7	-2	-2	9	-7	/	2	-4
EWS-Fli inh	/	7	/	-3	22	11	/	-6
Cneo AK release	-2	-1	0	2	/	/	-1	-1

# Gathered by group, those above containing a thiophene ring, fused or not
7: C[C@@H]1CN([C@@H](C)CO)C(=O)c2cccc(NS(=O)(=O)c3cccs3)c2O[C@H]1CN(C)C(=O)NC1CCCCC1
31: O=C(N/N=C/c1cccs1)c1cnccn1
38: C[C@@H]1CN([C@H](C)CO)C(=O)c2cc(NC(=O)CCCCCC(=O)Nc3ccccc3N)ccc2O[C@@H]1CN(C)S(=O)(=O)c1cccs1
assay / compound	7	31	38
miR-122 sensor	1[16.7 µM]	-1	/
PGC1a acetyl inh	5	6	11
Casp6 inh	2	/	1
LGR2 antag	-8	-15	10
PAX8 reporter	/	10	-3
FN deposition inh	/	1	/
EWS-Fli inh	-10	/	11
Cneo AK release	-2	2	/

# New compounds follow.
41: CCOc1ccc(/C=N/N2CCN(Cc3ccccc3)CC2)cc1
42: O=S(=O)(Nc1ccccc1N1CCCCC1)c1ccc(F)cc1F
43: Cc1ccc(C)c(OCCSc2nnc(-c3cccnc3)n2N)c1
44: CC(NC(=O)/C(C#N)=C/c1cn(-c2ccccc2)nc1-c1ccc(F)cc1)c1ccccc1 (configuration not stated)
45: CC(C)(C)[C@@H]1COC(=O)[C@H](Cc2ccc(F)cc2)CC/C=C\C[C@H](CC(=O)N(CCO)Cc2ccccc2)C(=O)N1
46: O=[N+]([O-])c1ccc(COc2ccc(CN3CCCC3)cc2)cc1
47: CCc1ccc(N2C(=O)CN(Cc3cccs3)C2=S)cc1
48: C=CCOC(=O)C1=C(C)Nc2nnnn2C1c1cccs1 (configuration not stated)
assay / compound	41	42	43	44	45	46	47	48
miR-122 sensor	-2	-6	1	-6	-13	3	-7	11
PGC1a acetyl inh	38	-9	-15	-7	-7	1	-8	-10
Casp6 inh	-5	-5	/	-2	1	7	2	/
LGR2 antag	/	12	-7	/	4	-37	-3	/
PAX8 reporter	-28	0	-1	3	36	-73	-21	/
FN deposition inh	1	-1	-2	2	8	0	-3	2
EWS-Fli inh	6	0	/	1	7	-48	-14	/
Cneo AK release	-3	-5	0	-1	1	2	4	-1

49: Cc1cc(S(=O)(=O)N2CCOCC2)ccc1OCC(=O)Nc1ccc(F)c(Cl)c1
50: O=C1NC[C@H](CCCCN2CCN(CCc3ccc(O)cc3)C(=O)C2=O)N(CCc2ccc(O)cc2)C1=O
51: O=C(C[C@H]1C=C[C@@H](NC(=O)Nc2cc(F)ccc2F)[C@H](CO)O1)Nc1ccccc1
52: COc1cccc(C(=O)NCCS(=O)(=O)N2CCN(C(=O)c3ccco3)CC2)c1
53: COCC(=O)N1C[C@H]2CON(C)[C@H]2C[C@H]1c1cccc(-c2ccc(C#N)cc2)c1
54: CN(C(=O)c1ccc(NC(=O)Cc2ccc([N+](=O)[O-])cc2)cc1)C1CCCC1
55: CC1(C)c2[nH]c3ccccc3c2C[C@H]2C(=O)N(N)CC(=O)N21
56: C[C@H](CO)N1C[C@H](C)[C@@H](CN(C)C(=O)Nc2ccccc2)Oc2ccc(NS(=O)(=O)c3ccc(Cl)cc3)cc2C1=O
57: CCN(CC)S(=O)(=O)c1cc(C(=O)OCC(=O)Nc2cccc(S(=O)(=O)N(C)C)c2)ccc1F
58: CC(C)CC#Cc1ccc([C@@H]2[C@H](CO)N3C(=O)CN(C(=O)Nc4cc(F)ccc4F)C[C@@H]23)cc1
59: O=C(Nc1ccc(Br)cn1)c1ccc(COc2c(F)c(F)cc(F)c2F)o1
assay / compound	49	50	51	52	53	54	55	56	57	58	59
miR-122 sensor	-6	/	/	/	-1	2	-7	3[16.7 µM]	-3	/	-11
PGC1a acetyl inh	10	/	5	-51	-6	/	9	-12	2	9	7
Casp6 inh	2	-3	1	-1	4	7	0	1	0	1	2
LGR2 antag	8	20	13	-9	0	-6	-1	5	0	6	1
PAX8 reporter	20	-2	19	/	-8	-4	-1	-12	-9	9	-12
FN deposition inh	-4	-4	/	-4	6	-7	1	/	12	-11	-2
EWS-Fli inh	21	-5	-6	-1	-2	3	0	-3	6	-5	1
Cneo AK release	0	/	0	-1	7	-4	-4	2	/	/	5

# Bioassay records from PubChem.
